# UPR XBP1 act = activators of adaptive arm of unfolded protein response (XBP1) | CHO-XBP1 luciferase reporter, IRE1-XBP1 UPR activation, luminescence; percent of tunicamycin response, DMSO as zero | activation, % at 20 µM | 330,000 compounds, 0.33% hits;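 active means versus positive control, 20 µM dose yields 30% or more activation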;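 further: 100% = tunicamycin at 10 µg/mL and 0% = DMSO only wells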
#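 Material: CHO cell line with stable XBP1 luciferase reporter; schedule: 16-18 h cell attachment at 37 °C, then 6 h compound exposure; signal: glow luminescence from Steady-Glo reagent; medium: serum-containing F12 medium, 10% FBS; benchmarks: tunicamycin 10 µg/mL and vehicle-only wells; read-out: percent activation relative to tunicamycin reference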
# CXCR6 inh = inhibitors of human CXCR6 receptor; O00574; CHO-K1 PathHunter CXCR6 beta-arrestin, luminescence; inhibition, % at 20 µM; 360,000 compounds, 0.36% hits; AID 602244; in the data active means inhibition above about 34%, passing the limit was not always enough;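 further: antagonist mode with CXCL16 agonist at 10 nM final; 0% = 10 nM CXCL16 with DMSO and 100% = unstimulated wells without agonist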
# TIM10 inh = inhibits growth of TIM10 yeast strain. AID 463195. S. cerevisiae TIM10 strain growth, BacTiter-Glo luminescence, 24 h. inhibition, % at 10 µM. 330,000 compounds, 1.4% hits;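 active means inhibition of 40% or more at the single tested concentration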;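 further: wild-type TIM10 isogenic control strain grown at permissive 25 °C; 0% = DMSO yeast wells and 100% = minimal medium wells without yeast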
# Mdm2 MdmX PPI = disrupts the human Mdm2-MdmX interaction; 330,000 compounds, 3% hits; O15151+Q00987; inhibition, % at 8 µM; AID 485346; SaOS-2 split-luciferase Mdm2/MdmX complementation, luminescence;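 active means inhibition of at least 50% at 8 µM in the primary screen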
# Target sequence (O15151 whole entry, looked up): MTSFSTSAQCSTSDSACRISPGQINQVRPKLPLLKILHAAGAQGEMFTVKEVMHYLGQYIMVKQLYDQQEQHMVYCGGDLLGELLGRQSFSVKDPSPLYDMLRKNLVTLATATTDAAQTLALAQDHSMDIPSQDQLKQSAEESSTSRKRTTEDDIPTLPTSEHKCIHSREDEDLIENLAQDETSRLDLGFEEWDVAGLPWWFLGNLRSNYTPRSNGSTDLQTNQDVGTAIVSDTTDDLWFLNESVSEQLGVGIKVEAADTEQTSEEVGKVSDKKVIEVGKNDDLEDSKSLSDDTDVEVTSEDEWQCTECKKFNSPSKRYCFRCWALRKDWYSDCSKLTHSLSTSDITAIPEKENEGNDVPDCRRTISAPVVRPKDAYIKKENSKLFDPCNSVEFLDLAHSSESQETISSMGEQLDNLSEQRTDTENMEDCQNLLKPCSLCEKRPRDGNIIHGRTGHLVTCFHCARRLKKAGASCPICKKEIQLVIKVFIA
# Target sequence (Q00987 whole entry, looked up): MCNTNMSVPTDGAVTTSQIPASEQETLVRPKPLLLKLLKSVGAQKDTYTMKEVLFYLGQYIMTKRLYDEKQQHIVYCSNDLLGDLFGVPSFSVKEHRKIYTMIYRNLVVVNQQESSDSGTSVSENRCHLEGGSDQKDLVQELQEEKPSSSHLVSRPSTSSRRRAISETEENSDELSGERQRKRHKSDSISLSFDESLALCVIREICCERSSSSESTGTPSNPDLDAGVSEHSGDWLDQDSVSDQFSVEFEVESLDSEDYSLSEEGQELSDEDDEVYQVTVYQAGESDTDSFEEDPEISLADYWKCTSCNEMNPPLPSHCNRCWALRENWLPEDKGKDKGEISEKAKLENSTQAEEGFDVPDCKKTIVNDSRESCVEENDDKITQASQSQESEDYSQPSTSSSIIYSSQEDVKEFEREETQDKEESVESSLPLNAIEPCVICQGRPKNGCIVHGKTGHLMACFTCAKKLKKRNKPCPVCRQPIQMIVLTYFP
# APJ ag = activates the human apelin receptor APJ | CHO-K1 APJ PathHunter beta-arrestin, luminescence; 0% DMSO wells, 100% apelin | activation, % at 20 µM | 330,000 compounds, 0.11% hits | AID 2520;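 active means activation more than six SD over the plate average, tested at 20 µM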;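 further: 0% = DMSO alone and 100% = apelin-13 at 10 nM; some results filed as inactive read as strong as hits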
#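 Test system – PathHunter CHO-K1 APJ (AGTRL-1) beta-arrestin reporter cells · Input – 1000 cells/well · Compound – single test compound dose, 20 µM final, 1% DMSO · Times – compound stimulation 90 min at 25 °C, detection 60 min · Technique – beta-gal luminescence · Read-out basis – APJ–arrestin association signal · Control set – negative DMSO alone, positive Apelin-13 at 10 nM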
# APJ antag = blocks the human apelin receptor APJ | 330,000 compounds, 0.32% hits | AID 2521 | P35414 | inhibition, % at 20 µM | CHO-K1 APJ beta-arrestin complementation, luminescence;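 active means inhibition above about 40% at 20 µM, limit read from the data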;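 further: cells challenged with 10 nM apelin-13 agonist together with compound; plate controls were apelin-13 plus DMSO wells for no effect and DMSO wells lacking apelin-13 for full effect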
# tim23-1 inh = inhibits growth of tim23-1 mutant yeast | S. cerevisiae tim23-1 growth, BacTiter-Glo luminescence, 24 h | inhibition, % at 20 µM | 330,000 compounds, 1.3% hits;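 active means growth inhibition of the mutant yeast at or above 50%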;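 further: temperature-sensitive mutant grown at 25 °C; plate controls were DMSO-treated mutant yeast for no effect and medium wells lacking yeast for full effect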
# tim10-1 inh = growth inhibitors of tim10-1 mutant yeast | AID 463190 | inhibition, % at 20 µM | S. cerevisiae tim10-1 ts strain growth, BacTiter-Glo, 24 h | 330,000 compounds, 2.2% hits;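 active means inhibition of at least 40%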;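 further: mutant grown at 25 °C; 0% = DMSO wells with yeast and 100% = wells holding no yeast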
# CHOP UPR activ = apoptotic UPR (CHOP) activation; CHO-CHOP luciferase reporter, luminescence; percent of tunicamycin response over DMSO baseline; activation, % at 10 µM; 330,000 compounds, 0.34% hits;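 active means at 10 µM dose, activation of 40% or more, normalized to positive control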;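 further: 100% = tunicamycin at 10 µg/mL and 0% = DMSO alone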
#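 Dosing – one dose, 10 µM in 0.5% DMSO · System – CHO-CHOP cells, stable luciferase reporter of PERK-eIF2a-CHOP signalling · Input – 500 cells/well · Control set – tunicamycin 10 µg/mL final as positive, DMSO-only wells as negative · Timing – 6 h compound treatment, 37 °C · Measure – % activation vs tunicamycin · Technique – luminescence read with Steady-Glo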
# Active calls of the source: *; . = no result given. An excerpt. The share of hits here may be higher or lower than overall.
# Below each SMILES – UPR XBP1 act	CXCR6 inh	TIM10 inh	Mdm2 MdmX PPI	APJ ag	APJ antag	tim23-1 inh	tim10-1 inh	CHOP UPR activ
> Cc1cccc(-n2c(SCc3ccc([N+](=O)[O-])cc3)nnc2-c2c[nH]c3ccccc23)c1
 : 0	8	4	37	-2	-7	2	-4	-0.8
> Cn1c(CN2CCCCC2)nc2cc(NC(=O)c3cccs3)ccc21
 : -1	-7	10	5	1	-3	31	-13	2.3
> C#CCOC(=O)CCCNc1ccc([N+](=O)[O-])cc1[N+](=O)[O-]
 : -2	7	-11	4	0	-3	-3	2	-1.4
> O=C(COc1ccc(S(=O)(=O)N2CCCC2)cc1Cl)NCc1ccc2c(c1)OCO2
 : -1	-8	0	10	0	12	12	19	0.9
> CN(C(=O)Nc1ccccc1)C1CCCCC1
 : 1	-5	-4	2	-4	9	4	0	1.3
> O=c1c2cc(Br)ccc2nc2n1CCCCC2
 : 1	-4	-26	2	1	4	14	-1	1.2
> C=CCn1c(C)c(C(C)=O)c(N2CCN(c3ccccc3)CC2)nc1=S
 : -7	11	19	-23	-2	-10	15	4	1.6
> CCCOc1ccc(C2C(C(=O)c3ccc(C)o3)=C(O)C(=O)N2Cc2ccco2)cc1OCC (stereo unspecified)
 : -3	-1	7	11	-1	8	5	0	0.9
> O=C1CCCC2=C1C(c1ccc(O)cc1)c1c(ccc3ccccc13)N2 (stereo unspecified)
 : 2	-4	17	24	-3	-3	11	-2	2.6
> CCn1c2ccc(F)cc2c2nc3ccccc3nc21
 : 3	-4	6	-7	-3	24	20	35	1.0
> CC(C)CCNS(=O)(=O)c1cc2c3c(c1)CCN3C(=O)CC2
 : -4	-4	10	2	-5	10	11	22	-0.5
> O=C(Nc1ccc(Br)cc1)c1csc(-c2ccncc2)n1
 : -1	-4	18	6	0	-11	4	21	1.2
> C=CCn1c2ccccc2c2nnc(SCC(=O)OCN3C(=O)c4ccccc4C3=O)nc21
 : -3	-7	4	-11	3	11	3	7	-1.8
> CCOc1ccc(N(C(C)C(=O)N/N=C(\C)C(C)(C)C)S(C)(=O)=O)cc1 (stereo unspecified)
 : -3	0	4	-3	-1	-4	9	-3	3.2
> O=C(NC1CCCCC1)C(c1ccc2ncccc2c1)N(Cc1ccccc1)C(=O)c1cccs1 (stereo unspecified)
 : 1	18	18	21	1	5	21	23	-0.3
> CCOC(=O)CC(=O)CSc1nc(C)cc(C)c1C#N
 : 0	0	0	-7	1	-3	6	25	-0.5
> Nc1nnc(SCC(=O)Nc2ccc(Cl)c(C(=O)O)c2)s1
 : 0	-22	-8	-8	-4	46*	-3	-3	2.1
> N/C(=N\OC(=O)Cc1cccc2ccccc12)c1ccccn1
 : 2	-1	43*	-1	-3	-4	10	60*	2.2
> O=C1/C(=C\c2ccco2)SC(=S)N1Cc1ccccc1
 : -3	10	5	39	0	14	16	23	-0.4
> Cc1oc(-c2ccccc2Cl)nc1CN1CCCC1c1ccc(F)cc1 (stereo unspecified)
 : -1	1	17	8	-2	10	34	26	-1.7
> Cc1ccc(-c2nn(-c3cccc(F)c3)cc2CNCc2cccnc2)o1
 : 3	8	-3	11	0	7	24	21	1.5
> O=C(CSc1nc(=O)n(CCCN2CCOCC2)c2c1CCCC2)Nc1ccc(F)cc1
 : -3	0	3	11	3	10	11	2	0.7
> O=C(C1CC(=O)N(c2ccccc2)C1)N1CCCCCC1 (stereo unspecified)
 : -3	1	-4	9	3	10	5	3	3.8
> CCOc1ccccc1CNc1nc2ccccc2n1C
 : -5	-8	-3	-7	1	4	5	-7	0.0
> Cc1nc(N)sc1-c1nnc(SCC(=O)Nc2nccs2)n1C
 : -3	4	5	-25	-3	1	3	9	0.0
> O=C(CN1CCOCC1)N1CCCc2ccccc21
 : 1	0	-1	-10	-2	8	5	8	-0.9
> O=C(O)CC(Cc1ccccc1)C(=O)Nc1ccc([N+](=O)[O-])cc1 (stereo unspecified)
 : 0	-5	3	18	-2	8	-1	8	0.3
> O=C(O)CCC(=O)Nc1ccc(OCC2CCCO2)cc1 (stereo unspecified)
 : -2	-1	-14	4	-2	17	7	10	2.8
> O=C(Nc1ccccc1C(=O)N1CCCC1)c1ncoc1-c1cccc(Cl)c1
 : 7	-4	4	14	5	-31	31	12	1.0
> Cc1ccc(CCC(=O)Nc2ccc(C)c(C)c2)o1
 : 5	5	-4	9	-2	-24	17	-4	2.2
> CCC(CO)Oc1cc(NC(=O)c2cccc([N+](=O)[O-])c2)c2ncn(C(C)C)c2c1 (stereo unspecified)
 : -2	-19	-9	3	3	-6	2	-7	0.2
> COc1cc2c(cc1OC)[C@@H](NC(=O)CCc1ccccc1)[C@H](O)C2
 : 1	2	-8	15	.	.	19	5	1.2
> Cc1cc(/C=N/N2CCN(C)CC2)c(C)n1-c1ccc(Cl)cc1
 : 1	13	-1	26	-2	15	14	11	-2.0
> COc1ccc(NC(=O)COC(=O)CCOc2ccccc2C)cc1Cl
 : -2	-3	18	17	9	-56	32	22	0.4
> C=CSc1sc(Cl)c(N2CCOCC2)c1[N+](=O)[O-]
 : -1	3	15	38	-2	12	35	22	-1.5
> N=C(N)Cc1ccccc1Sc1ccccc1
 : -4	-3	-1	18	-1	-11	4	0	-1.6
> S=c1nc(C23CC4CC(CC(C4)C2)C3)[nH][nH]1
 : 0	-1	6	13	1	5	11	13	-0.7
> C#CCOCCOCCOCCNc1nc(N2CCN(C(=O)[C@H](CCCN=C(N)N)n3cc(C(N)[C@@H](C)CC)nn3)CC2)nc(N2CCN(C(=O)[C@H](CC(N)=O)n3cc([C@@H](N)C(C)C)nn3)CC2)n1 (stereo partly specified)
 : 3	3	-8	19	-1	-2	-5	-4	0.0
> C[C@H](CO)N1C[C@H](C)[C@@H](CN(C)S(=O)(=O)c2cccs2)Oc2c(NC(=O)C3CCCCC3)cccc2C1=O
 : -2	2	1	-1	-1	-5	11	24	1.1
> COC(=O)c1ccc(CN2CCCC(CNC(=O)Cc3ccc(OC)cc3)C2)cc1 (stereo unspecified)
 : 0	0	0	11	2	6	8	5	-1.6

# In a second layout: results already given
molecule | UPR XBP1 act | CXCR6 inh | TIM10 inh | Mdm2 MdmX PPI | APJ ag | APJ antag | tim23-1 inh | tim10-1 inh | CHOP UPR activ
CCC(CO)Oc1cc(NC(=O)c2cccc([N+](=O)[O-])c2)c2ncn(C(C)C)c2c1 (stereo unspecified) | -2 | -19 | -9 | 3 | 3 | -6 | 2 | -7 | 0.2
COc1cc2c(cc1OC)[C@@H](NC(=O)CCc1ccccc1)[C@H](O)C2 | 1 | 2 | -8 | 15 | . | . | 19 | 5 | 1.2

# Carrying on:
# Below each SMILES – UPR XBP1 act	CXCR6 inh	TIM10 inh	Mdm2 MdmX PPI	APJ ag	APJ antag	tim23-1 inh	tim10-1 inh	CHOP UPR activ
> O=C(Nc1cc(C(F)(F)F)ccc1Cl)C(NCc1ccccc1)c1ccccc1 (stereo unspecified)
 : 0	8	26	3	-3	15	21	32	1.4
> CCN(CCCNC(=O)CN(C)S(=O)(=O)c1cccc2nsnc12)c1cccc(C)c1
 : -1	9	14	9	0	8	13	23	-0.5
> N#Cc1cccc(NC(=O)Cn2c3[n+](c4ccc(C(F)(F)F)cc42)CCCCC3)c1
 : -1	-4	-11	10	-1	-19	6	6	2.6
> Cc1ccc(-n2c(SCC(=O)N3CCCCC3)nc(O)c(Cc3ccccc3)c2=O)cc1
 : -6	1	10	21	4	0	6	-7	-1.3
> COc1ccc(S(=O)(=O)N2CCOCC2)cc1NC(=O)CSc1n[nH]c(=O)n1C1CC1
 : -3	6	1	14	-1	0	1	5	0.4
> Cc1ccc(C(=O)Nc2ccccc2-c2ccccc2)cc1S(=O)(=O)Nc1ccccc1
 : 0	8	1	31	-1	0	29	11	0.7
> O=C(NCCOCCOCCNC(=O)c1cccnc1)c1cccnc1
 : -1	-1	-2	0	9	0	12	10	1.7
> CCCC(C)NC(=O)CSc1nnc2ccccn12 (stereo unspecified)
 : 0	-6	-20	-4	-2	-6	0	-6	-2.8
> CN(Cc1cccs1)CC(O)COCc1ccco1 (stereo unspecified)
 : -2	4	3	15	-6	-10	1	10	-0.8
> Cc1cc(=O)oc2cc(OCC(=O)NCCCN3CCOCC3)ccc12
 : -1	6	4	4	-2	9	9	4	1.0
> C=C(C)Cn1c(SCC(=O)N/N=C/c2ccccc2)nc2ccccc2c1=O
 : -3	3	0	17	-3	-10	21	5	-3.1
> CC(=O)Nc1ccc(NC(=O)c2cc(S(=O)(=O)N3CCCCC3)ccc2C)cc1
 : -3	-5	-5	15	3	6	1	-5	1.2
> C=CCOc1cccc(C2/C(=C(\O)c3ccc4c(c3)OCCO4)C(=O)C(=O)N2CCN2CCOCC2)c1 (stereo unspecified)
 : -2	2	-1	16	-7	0	19	18	1.8
> CC(OC(=O)c1cc(S(=O)(=O)N2CCOCC2)ccc1F)C(=O)NC1CCCC1 (stereo unspecified)
 : -1	1	-1	1	0	-1	12	7	1.7
> Cc1cc(C)cc(N2CC(C(=O)Nc3cc(C)on3)CC2=O)c1 (stereo unspecified)
 : 2	7	-13	17	-2	-19	-4	6	-1.2
> O=C(CN1C(=O)NC2(CCCC2)C1=O)NCCc1ccc(Cl)cc1Cl
 : 1	-5	4	-7	-1	16	24	10	-0.3
> Cc1nnc(SCC(=O)NCCC2=CCCCC2)[nH]c1=O
 : 0	-5	2	-15	-4	4	9	5	-1.6
> O=C(CNC(=O)c1ccncc1)N/N=C/c1cc(Br)ccc1OCc1ccccc1
 : 0	4	16	-5	2	-7	32	14	1.6
> CCOC(=O)C(=CNc1cc(C)ccc1C)C(=O)OCC
 : 1	-8	13	12	4	-1	24	20	4.4
> CCOC(=O)c1cnc2c(ccc3ccccc32)c1NCCN(C)C
 : 4	0	77*	4	4	-19	39	55*	0.1
> COc1ccc(CC(=O)NCc2nnc(SCCOc3ccccc3)n2C)cc1
 : -3	1	-19	-17	0	-18	-7	-14	-0.4
> CCOC(=O)C1=C(CS(=O)(=O)c2ccccc2)NC(=O)NC1c1ccc(OC)c(OC)c1 (stereo unspecified)
 : -1	7	-4	-1	-5	5	1	12	1.1
> Cc1ccc(N(C(=O)c2snc(C(N)=O)c2N)C(C(=O)NC2CCCC2)c2ccco2)cc1 (stereo unspecified)
 : -3	13	3	22	-1	-8	23	28	0.4
> CCOC(=O)c1c(NC(=O)CC)sc(C(=O)NC2CCCC2)c1C
 : -8	-2	-19	15	-2	-20	9	6	1.5
> Cc1nn(Cc2cccc(C(=O)NC3CCCCC3)c2)c(C)c1Cl
 : 1	-2	31	10	-2	6	33	27	2.1
> O=C(COc1ccc2ccc(=O)oc2c1)N1CCc2ccccc21
 : 9	7	-9	-19	-3	-3	10	9	3.2
> Cc1ccc([N+](=O)[O-])c(-c2n[nH]c(=S)n2-c2cccc(Cl)c2)c1
 : 0	1	5	-6	1	14	26	10	0.5
> CCn1cc(/C=N/NS(=O)(=O)c2ccc(C)cc2)c(C)n1
 : -4	-3	-15	3	0	9	-5	-19	0.4

# High-throughput results as filed in PubChem.
